L3MBTL1 inh: blocks human L3MBTL1 | AlphaScreen L3MBTL1–H3K9me1 peptide binding | 230,000 compounds, 0.66% hits | Q9Y468 | Potency, µM (series often up to 57.1 µM), without a hit: top-dose activity, negative = inhibition, hits mostly inhibitors | AID 485360; also: % is scaled to controls: 0 for no effect and ±100 for the full control effect; nearly all actives have a fitted effect of over 60% in size
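L3MBTL1 (50 nM) pre-complexed 30 min with biotinylated H3(1-15)K9me1 peptide (75 nM), then compounds added for 30 min at room temperature; AlphaScreen streptavidin donor/nickel chelate acceptor beads (10 ug/mL final) read after 30 min dark incubation.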
LMNA splice mod: modulators of lamin A splicing | HeLa LMNA splicing GFP/RFP minigene ratio, 48 h | Potency, µM (top dose mostly 46.1 µM), for the others: at the top dose ratio change, negative = inhibition, most hits filed as inhibitors | 200,000 compounds, 0.01% hits; active = well fitted inhibition curve with a large enough effect in the signal ratio, with a control signal flat, not every such curve was filed as active; inconclusive = small, poorly fitted or top-dose-only effect, or effect the other way, or a change in a side signal; the % refers to the signal ratio; also: % is scaled to controls: 0 for no effect and ±100 for the full control effect
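Read-out is the ratio of GFP to DsRed2 object intensity, acquired by 488 nm laser-scanning cytometry on HeLa lamin A-EGFP minigene reporter cells. Compound incubation 48 hrs at 37 °C in Opti-MEM with 2% FBS; DMSO 0.5% final.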
SMN2 splice up: SMN2 splice variant enhancement. HEK293 SMN2-luciferase splicing reporter, luminescence, 30-36 h. Potency, µM (top dose mostly 46.1 µM), without a hit: at the highest dose activity change, positive = activation, hits mostly activators. 210,000 compounds, 2.8% hits; also: % of control where 0% means no effect; nearly all actives have a fitted effect of over 55% in size
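qHTS luciferase splicing reporter: luminescence rises when SMN2 exon 7 is included in transfected HEK293 cells. Compound exposure lasted 30-36 h at 37C, with 4.5 mM final sodium butyrate as control, followed by a ONE-Glo read.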
Tau fibril ThT: inhibitors of human tau fibril formation, thioflavin T binding; P10636; recombinant tau K18 P301L (four-repeat tau fragment), heparin-induced fibrillization, ThT fluorescence; Potency, µM (titrated, usually from 57.4 µM), for inactives: top-dose activity, negative = inhibition, actives largely listed as inhibitors; 270,000 compounds, 2.1% hits; AID 1460; also: % is scaled to controls: 0 for no effect and ±100 for the full control effect; nearly all actives have a fitted effect of over 55% in size
Target sequence (P10636 561-689 P618L limits assumed): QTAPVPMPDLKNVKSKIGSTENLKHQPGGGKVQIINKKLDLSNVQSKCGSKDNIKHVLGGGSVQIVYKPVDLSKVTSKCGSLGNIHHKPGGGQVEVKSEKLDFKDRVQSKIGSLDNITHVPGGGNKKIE
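In this qHTS, human K18 P301L tau is incubated with compound and heparin for 6 hr at 37 C, and Thioflavin T fluorescence then reports fibril load.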
RECQ1 helicase: blocks DNA unwinding by human RECQ1 | P46063 | RECQ1 DNA unwinding, red fluorescence kinetic read | Potency, µM (top dose mostly 57.3 µM), for inactives: at the highest dose activity, negative = inhibition, actives largely listed as inhibitors | 240,000 compounds, 0.54% hits | AID 2549;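 also: plate controls were vehicle for no effect and no enzyme for full effect; nearly all actives have a fitted effect of over 30% in size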
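RECQ1T1 50 nM; forked duplex (20 bp + 30-nt ss tails) 200 nM, ATP 2 mM final; pH 8.0, 2 mM MgCl2, 2.5 ug/ml poly(dI-dC); 15 min compound preincubation; discontinuous kinetic read over 2 h at RT.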
KDM4E inh: inhibitors of human JMJD2E histone demethylase. 230,000 compounds, 1.6% hits. Potency, µM (doses to about 57.1 µM), without a hit: at the highest dose activity change, negative = inhibition, usual class: inhibitors. JMJD2E catalytic domain, FDH-coupled NADH fluorescence (FDH is formaldehyde dehydrogenase). B2RXH2. AID 2147; active = well fitted inhibition curve with a large enough effect, not every such curve was filed as active; inconclusive = small, poorly fitted or top-dose-only effect, or another doubt; inactive = no such curve, though single readings can be large or run the other way;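 also: 0% = wells with enzyme and -100% = buffer wells without enzyme; nearly all actives have a fitted effect of over 50% in size; many of its hits are not listed in these tables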
Target sequence (B2RXH2 1-337 limits assumed): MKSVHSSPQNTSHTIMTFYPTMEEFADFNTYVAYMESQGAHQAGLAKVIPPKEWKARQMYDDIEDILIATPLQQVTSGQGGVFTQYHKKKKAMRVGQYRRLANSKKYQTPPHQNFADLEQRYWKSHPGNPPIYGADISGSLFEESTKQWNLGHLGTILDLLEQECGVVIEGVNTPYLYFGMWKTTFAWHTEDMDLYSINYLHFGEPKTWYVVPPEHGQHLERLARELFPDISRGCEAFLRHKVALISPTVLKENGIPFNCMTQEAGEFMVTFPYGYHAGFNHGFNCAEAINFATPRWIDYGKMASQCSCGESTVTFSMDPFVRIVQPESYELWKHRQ
Luc counter: blocks Kinase-Glo luciferase, a counter-screen artifact. Q27757. Kinase-Glo luciferase, ATP luminescence, 8 min. Potency, µM (titrated, usually from 38.3 µM), for inactives: at the highest dose activity change, negative = inhibition, usual class: inhibitors. 200,000 compounds, 0.28% hits; also: % is scaled to controls: 0 for no effect and ±100 for the full control effect; nearly all actives have a fitted effect of over 60% in size
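Kinase-Glo luciferase light output from ATP and luciferin was measured with 10 uM ATP, within the enzyme's linear range. Buffer: 50 mM imidazole pH 7.2, 50 mM KCl, 7 mM MgCl2, 0.01% Tween 20, 0.05% BSA; luminescence read after 8 min at ambient temperature.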
ALDH1A1 block: ALDH1A1 (human) enzyme inhibition; 220,000 compounds, 7.3% hits; P00352; Purified ALDH1A1, NADH fluorescence, propionaldehyde substrate; Potency, µM (series often up to 75.3 µM), without a hit: top-dose activity, negative = inhibition, usual class: inhibitors; active = well fitted inhibition curve with a large enough effect, not every such curve was filed as active; inconclusive = small, poorly fitted or top-dose-only effect, or another doubt; inactive = no such curve, though single readings can be large or run the other way;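 also: plate controls were no enzyme wells and a reference inhibitor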
Target sequence (P00352 whole entry, looked up): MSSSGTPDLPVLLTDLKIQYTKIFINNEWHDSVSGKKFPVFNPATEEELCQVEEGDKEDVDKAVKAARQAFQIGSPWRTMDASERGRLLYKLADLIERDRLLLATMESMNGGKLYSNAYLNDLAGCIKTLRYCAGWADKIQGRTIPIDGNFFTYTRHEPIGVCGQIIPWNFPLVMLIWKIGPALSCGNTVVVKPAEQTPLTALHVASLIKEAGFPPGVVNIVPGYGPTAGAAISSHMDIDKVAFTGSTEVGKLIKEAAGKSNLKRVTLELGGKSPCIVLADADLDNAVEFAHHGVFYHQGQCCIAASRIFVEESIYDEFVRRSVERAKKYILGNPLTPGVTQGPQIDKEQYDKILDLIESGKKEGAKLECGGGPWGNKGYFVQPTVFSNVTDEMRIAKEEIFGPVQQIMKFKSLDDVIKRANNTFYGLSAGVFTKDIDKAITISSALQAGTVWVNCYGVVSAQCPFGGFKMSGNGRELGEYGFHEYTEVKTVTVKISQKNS
Active calls of the source: *; i = inactive; ? = inconclusive; . = not tested or not shown; [ ] = remark or other dose. Unless noted, calls follow the shape of the dose curve; as a rule, active = well fitted curve in the direction sought with a large enough effect; inconclusive = small, poorly fitted or top-dose-only effect, or another doubt; inactive = no such curve, though single readings can be large; an effect the other way counts as inactive or inconclusive. Potency is read from the fitted curve at half-maximal effect.

compound	ALDH1A1 block	RECQ1 helicase	L3MBTL1 inh	LMNA splice mod	SMN2 splice up	KDM4E inh	Tau fibril ThT	Luc counter
COC(=O)c1ccc(CSc2nc(C(F)(F)F)c3c(c2C#N)CCC3)o1	-5%	-20%	23%	0%	-1%	?	-5%	-4%
CN(CCCNC(=O)c1cn(C)c2ccc(S(=O)(=O)N(C)C)cc2c1=O)c1ccccc1	?	3%	-20%	?	-11%	-11%	?	2%
COc1ccc(C2=NOC(C(=O)N3CCCCCC3)C2)cc1OC (stereo unspecified)	12%	i	2%	3%	.	-4%	-11%	.
Cc1cccc(C2=NN(c3ccccc3)[C@@H](C(=O)N3CCOC3=O)[C@@H]2c2ccc(Cl)cc2)c1	?	-17%	17%	.	.	.	-22%	1%[39.9 µM]
CC(=O)c1cccc(NC(=O)C2CCCC2)c1	-1%	i	4%	6%	-23%	-6%	3%	1%
Cc1ccccc1NC(=O)Cc1nnc(SCc2ccc(Cl)c(Cl)c2)n1C	?	1%	-8%	-1%	-3%	9%	1%	1%
Cc1cc(C)c(S(=O)(=O)CCC(C)C)c(=O)[nH]1	-59%	3%	-8%	.	.	9%	-6%	-1%
COC(=O)/C=C1/N/C(=N\c2nc(C)cc(C)n2)N(c2ccc(Cl)cc2)C1=O	-1%	-3%	5%	?	-13%	1%	4%	-1%
COc1ccc(CC(=O)Nc2nnc(C)s2)cc1	-14%	-7%	.	1%	13%	-1%	-6%	-3%
COc1cccc(N(CC(=O)Nc2ccc3c(c2)OCO3)S(=O)(=O)c2ccccc2)c1	-4%	0%	.	-5%	1%	7%	?	-4%
O=C(COC(=O)C12CC3CC(CC(C3)C1)C2)Nc1ncc(Cl)cc1Cl	?	-15%	.	-1%	9%	2%	-12%	17%
CCN(/N=C/c1cccs1)c1cc(=O)n(C)c(=O)[nH]1	4%	4%	8%	-15%	6%	?	-2%	0%
O=C(Nc1ccccc1)Nc1nnc(/C=C/c2ccccc2Cl)s1	-11%	0%	8%	-3%	.	-18%	-1%	.
CC1(C)C(=O)C(c2ccccc2)=C2CN3C(=O)N(CCc4ccccc4)C(=O)C3(Cc3ccc(F)cc3)C=C21 (stereo unspecified)	-8%	i	.	.	-8%	-2%	?	-1%
Cc1nc(-c2c(C(=O)NNC(=O)Nc3c(C)cccc3C)noc2C)cs1	-6%	17%	0%	.	.	4%	-15%	.
S=c1sc2c(N3CCOCC3)ncnc2n1-c1ccccc1	-4%	-8%	-15%	2%	-8%	6%	7%	0%
Cc1cccc(OC(=O)c2cn(C)nc2C(F)(F)F)c1C	-6%	-6%	.	16%	0%	0%	1%	-4%
O=C(c1ccc(OC2CCN(C(=O)c3cccnc3)CC2)cc1)N1CCCCCC1	?	-1%	4%	.	.	7%	-18%	3%
O=C(O)c1ccc(C2CCCCC2)cn1	-6%	-2%	18µM*	-22%	?	?	-2%	1%
CC(C)N(C(=O)COC(=O)CNS(=O)(=O)c1ccccc1F)c1ccccc1	?	-1%	-15%	2%[46 µM]	3%	-17%	-2%	6%
COC(=O)Cn1c2ccc(OC)cc2c2nc3ccccc3nc21	1%	i	6%	-2%	6%	6%	?	10%
O=c1cc(CNc2ccc(Br)cc2)nc2sccn12	14%	-6%	3%	?	27%	2%	-4%	-2%
O=C(NCc1ccccc1)c1ccco1	7%	-5%	16%[11.4 µM]	-1%	9%	5%	3%	-1%
O=c1c2cc(NC(=S)N3CCCC3)ccc2nc2n1CCCCC2	8%	-3%	-4%	?	-13%	-5%	5%	0%
O=C1COc2ccc(C(=O)COC(=O)/C=C/c3cccc(F)c3)cc2N1	-9%	i	12%	.	.	-6%	-21%	.
COC(=O)C(NC(=O)C(CC(C)C)NC(=O)C1CCC(C)CC1)C(C)C (stereo unspecified)	0%	2%	.	3%	6%	3%	2%	-5%
OCCNCc1cc(Br)ccc1OCc1ccccc1	9%	-1%	0%	-12%	-17%	9%	-1%	-1%
COc1cc(OC)c(C(C)=O)c(O)c1C	-1%	-6%	.	.	-24%	-15%	3%	-6%
O=c1c(C/C=C/c2ccccc2)c(O)ccn1CCc1c[nH]c2ccccc12	40µM*	i	-6%[11.4 µM]	.	14%	-2%	-16%	3%
O=C(Nc1ccccc1Br)c1ccc(OC(=S)N2CCOCC2)cc1	-1%	10%	5%	7%[46 µM]	.	-1%	-8%	-2%
C=CCOC(=O)C1=C(C)NC(=O)NC1c1cn(-c2ccccc2)nc1-c1cccs1 (stereo unspecified)	4%	-20%	0%	-9%	-1%	-3%	-6%	-2%
O=C(Nc1ccc(NC(=O)c2cccs2)cc1Cl)c1ccco1	?	i	.	.	.	?	-14%	?
CCOc1ccc(CCNC(=O)CCC(=O)Nc2ccc3nc(N4CCN(C)CC4)cc(C)c3c2)cc1OCC	?	4%	.	-9%[46 µM]	1%	?	?	-4%
Cc1cc(SCC#N)n2nc(C)c(-c3ccccc3)c2n1	5%	-11%	21%	-10%	-31%[inhibitor]	-3%	-12%	1%
Cc1nn(C)c(C)c1S(=O)(=O)N1CCCC(C(=O)NC2CCCCC2)C1 (stereo unspecified)	-2%	10%	9%	-1%	-24%	-3%	-10%	0%
CC1(C)Cc2c(sc3nc(-c4ccccc4Cl)n(N)c(=O)c23)CO1	?	i	.	?	-20%	6%	-14%	-3%
Cc1cccc(NC(=O)Cn2nnc3ccccc32)c1	1%	-6%	.	.	2%	-1%	5%	-2%
COc1ccc(CC(=O)N2CCNC2=O)cc1	4%	2%	9%	6%	-2%	5%	-8%	-1%
CC[C@H]1OC(=O)[C@H](C)[C@@H](O[C@H]2C[C@@](C)(OC)[C@@H](O)[C@H](C)O2)[C@H](C)[C@@H](O[C@@H]2O[C@H](C)C[C@H](N(C)C)[C@H]2O)[C@](C)(O)C[C@@H](C)CN(C)[C@H](C)[C@@H](O)[C@]1(C)O	11%	-16%	.	?	-4%	.	.	.
CCn1c(SCc2nc3ccccc3c(=O)[nH]2)nc2ccccc2c1=O	-10%	1%	24%[11.4 µM]	9%	-27%	?	?	-1%
O=C(c1ccc(F)cc1)N1CCCCC(Sc2nnc3ccccn23)C1=O (stereo unspecified)	0%	-3%	.	9%	?	-3%	-1%	-3%
CCCCCCCCCc1nc(N)n[nH]1	0%	-2%	-1%	-1%	-9%	2%	-2%	-4%
O=c1cc(CSc2ccc(Cl)cc2)[nH]c2[nH]n(-c3ccccc3)c(=O)c12	.	?	?	.	.	-4%	?	.
Cc1nc2nc(SCC(N)=O)[nH]c2cc1Br	-3%	i	.	-9%	11%	-3%	-3%	-2%
CC(=O)N1CCN(Cc2nc3cc(NC(=O)c4ccc(Cl)cc4)ccc3n2C)CC1	13%	-7%	.	?	-45%[inhibitor]	2%	-11%	2%
OC(COc1ccc(OCc2ccccc2)cc1)CN1CCOCC1 (stereo unspecified)	0%	-7%	.	3%	7%	-8%	-10%	0%
O=C(c1ccc(CSc2nc3ccncc3[nH]2)cc1)N1CCCCC1	25µM*	i	5%	?	-36%[inhibitor]	-26%	-10%	-4%
CC(C)CCNC(=S)Nc1ccc2nc3n(c(=O)c2c1)CCCCC3	?	-2%	1%	?	-48%[inhibitor]	-4%	0%	-1%
O=C(Nc1ccc(N2CCN(C(=O)c3ccccc3)CC2)c(Cl)c1)c1cccnc1	-13%	-2%	.	?	.	7%	?	-3%
CCC(C)(C(=O)NC1CCCCC1)N(C(=O)c1ccccn1)c1ccc(C)cc1 (stereo unspecified)	1%	i	.	-8%	-12%	6%	-13%	-3%
CSc1nc(C)c(C(=O)Nc2ccccc2)c(C)c1C#N	?	i	10%	-1%	-12%	-1%	-9%	-3%
COCCNC(=O)c1ccccc1NC(=O)Nc1ccccc1	0%	i	9%	.	9%	-13%	-1%	?
CCOc1cc2[nH]c(=S)n(CCN3CCCCC3CC)c(=O)c2cc1OCC (stereo unspecified)	5%	0%	.	-7%	-4%	7%	-8%	1%
COc1ccc(N2C(=O)CC(NNC(=O)c3cc(C)oc3C)C2=O)cc1 (stereo unspecified)	-11%	i	3%	.	8%	-4%	-12%	-1%
CCOc1nc2c(c(=O)n(C)c(=O)n2C)n1Cc1ccccc1Cl	-7%	-12%	5%	?	-57%[inhibitor]	-4%	-15%	1%
O=C(NCCCn1ccnc1)c1cc(-c2cccnc2)nc2ccc(Br)cc12	2%	i	-15%	.	7%	7%	-11%	1%
Cc1ccc(OCc2ccc(C(=O)NN)o2)c([N+](=O)[O-])c1	.	i	-1%	.	.	12%	?	.
COc1ccc(C2NCCC3(O)CCCCC23)c(OC)c1OC (stereo unspecified)	3%	0%	-4%	?	3%	2%	-14%	-1%
Cc1occc1C(=O)N1N=C(C2CC2)CC1(O)C(F)(F)F (stereo unspecified)	9%	0%	-4%	10%	14%	6%	-10%	-2%
Cc1ccc(SCC(=O)NCCCN2CCOCC2)cc1	8%	-1%	9%	10%	-12%	8%	6%	-1%

The list continues.
compound	ALDH1A1 block	RECQ1 helicase	L3MBTL1 inh	LMNA splice mod	SMN2 splice up	KDM4E inh	Tau fibril ThT	Luc counter
O=C(Nc1ccncc1)C1CC1c1ccccc1 (stereo unspecified)	17%	-2%	.	?	-38%[inhibitor]	-3%	-15%	0%
COc1ccc(C2=Nc3nc(-c4ccccc4)cn3C(c3ccc(OC)cc3)C2)cc1 (stereo unspecified)	?	-2%	-5%	-11%	18%	?	?	4%
O=S1(=O)CCC(=Nc2ccc(Cl)cc2)c2ccsc21	1%	i	2%	10%[46 µM]	-6%	3%	-3%	1%
COc1ccc2nc(SCC(=O)Nc3ccccc3OC)[nH]c2c1	?	i	4%	?	.	2%	-13%	.

A portion of the library; rates above refer to the full screens.
